Screening data from PubChem BioAssay.
Gal4-VP16 FLuc: VP16 counterscreen qHTS for inhibitors of ROR gamma transcriptional activity. Drosophila S2 Gal4-VP16 UAS-luciferase, luminescence, 20 h. AID 2546, 2010. 310,000 tested, 3.5% active. Potency, µM (doses to about 53.6 µM), without a hit: at the highest dose activity, negative = inhibition, actives largely listed as inhibitors;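 further: Gal4-VP16 expression switched on by copper sulfate through the metallothionein promoter; on the % scale 0 is the no-effect control and ±100 the full control effect; nearly all actives have a fitted effect of over 50% in size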
FLuc modulator: qHTS profiling assay for firefly luciferase inhibitor/activator using purifed enzyme and Km concentrations of substrates (counterscreen for miR-21 project); 360,000 tested, 6.9% active; Luciferin 4-monooxygenase (Photinus pyralis), P08659; Potency, µM (highest dose often 57.5 µM), for the others: at the highest dose activity change, negative = inhibition, actives largely listed as inhibitors; purified FLuc, Km substrates, luminescence inhibition;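 further: plate controls were vehicle for no effect and reference inhibitor for full effect; nearly all actives have a fitted effect of over 55% in size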
Target sequence (P08659 whole entry, looked up): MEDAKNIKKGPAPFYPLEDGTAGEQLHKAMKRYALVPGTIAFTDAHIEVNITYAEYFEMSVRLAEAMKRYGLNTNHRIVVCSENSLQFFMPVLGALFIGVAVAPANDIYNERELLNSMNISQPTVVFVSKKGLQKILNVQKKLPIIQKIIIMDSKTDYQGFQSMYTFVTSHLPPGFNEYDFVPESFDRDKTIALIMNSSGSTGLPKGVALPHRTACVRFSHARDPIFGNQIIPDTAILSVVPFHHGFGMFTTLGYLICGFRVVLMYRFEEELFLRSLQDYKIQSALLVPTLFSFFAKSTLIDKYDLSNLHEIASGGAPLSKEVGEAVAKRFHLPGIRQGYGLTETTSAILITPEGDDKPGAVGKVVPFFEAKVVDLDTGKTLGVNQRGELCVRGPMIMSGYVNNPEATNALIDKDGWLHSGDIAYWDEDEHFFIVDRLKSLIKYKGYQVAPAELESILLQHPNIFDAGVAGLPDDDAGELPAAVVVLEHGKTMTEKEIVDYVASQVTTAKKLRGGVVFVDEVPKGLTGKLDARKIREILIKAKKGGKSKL
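Purified P. pyralis luciferase (10nM final) with 10uM D-luciferin and 10uM ATP (Km levels) in 50mM Tris acetate pH 7.5, 10mM Mg acetate, 0.01% Tween-20, 0.05% BSA; qHTS 6-point titration, ~60 µM downward; luminescence read.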
BRCA1 expr act: qHTS Assay to Identify Small Molecule Activators of BRCA1 Expression | MCF7-BRCA1-FFLuc reporter, luminescence, 48 h; response scale: scaled: vehicle 0%, 10 µM genistein 100% | Potency, µM (series often up to 46.1 µM), for the others: at the highest dose activation, actives largely listed as activators | 380,000 tested, 1.1% active; further: nearly all actives have a fitted effect of over 80% in size; some results filed as inactive show a strong effect at the top dose
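Using MCF7 cells harboring a BRCA1 firefly luciferase reporter, plated 2 h before compound pinning, the screen measured luminescence after 48 h incubation. Responses were normalized to DMSO and 10 microM genistein, then fitted for concentration-effect.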
Rab9 promoter act: qHTS Assay for Rab9 Promoter Activators; 320,000 tested, 2.8% active; Huh7 Rab9 promoter-luciferase reporter, luminescence, 24 h; AID 485297, 2010; Potency, µM (titrated, usually from 9.22 µM), for the others: at the top dose activation, negative = inhibition, actives largely listed as activators; further: % of control where 0% means no effect; nearly all actives have a fitted effect of over 60% in size
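Quantitative HTS format; Huh7 Rab9-luciferase reporter cells (1500/well) receive compound 2 h post-plating, incubate 24 h at 37 °C, then get luciferase reagent for 10 min before luminescence reading.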
p53 reactivator: qHTS assay for re-activators of p53 using a Luc reporter; H1299 p53-A138V BP100-luciferase reporter, luminescence, 24 h; Potency, µM (doses to about 92.2 µM), inactives show top-dose activity change, positive = activation, hits mostly activators; 320,000 tested, 0.063% active; further: % of control where 0% means no effect; nearly all actives have a fitted effect of over 45% in size
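p53-null H1299 cells stably carrying temperature-sensitive p53-A138V and a BP100-luciferase reporter were pinned with compounds (4-point, 1:5 series) and held 24 hrs at 37 deg C. Luminescence was read 10 min after detection reagent.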
MBNL1 CUG block: qHTS Assay for Inhibitors of MBNL1-poly(CUG) RNA binding; Muscleblind-like protein 1 (Homo sapiens), Q9NR56; TR-FRET MBNL1-His/biotin-(CUG)12 binding, 665/545 ratio; Potency, µM (top dose mostly 57.5 µM), for inactives: at the highest dose activity change, negative = inhibition, hits mostly inhibitors; 280,000 tested, 0.036% active; active means well fitted inhibition curve with a large enough effect in the signal ratio, with a control signal flat, not every such curve was filed as active; inconclusive means small, poorly fitted or top-dose-only effect, or effect the other way, or a change in a side signal; inactive means no such curve, though single readings can be large or run the other way; the % refers to the signal ratio; further: on the % scale 0 is the no-effect control and ±100 the full control effect
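His-tagged MBNL1 binding to biotinylated (CUG)12 RNA was measured by TR-FRET using terbium anti-His antibody (0.055 ng/ul final) and streptavidin-XL665 (5 nM final). Compounds were titrated 92 nM to 58 uM; 60 min at room temperature.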
NPC1 promoter act: qHTS Assay for NPC1 Promoter Activators | Huh7 NPC1 promoter luciferase reporter, 24 h | Potency, µM (top dose mostly 9.22 µM), inactives show top-dose activation, actives largely listed as activators | 320,000 tested, 2.4% active;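 further: % of control where 0% means no effect; nearly all actives have a fitted effect of over 60% in size; reporter is driven by a mutant NPC1 promoter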
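Quantitative HTS used a cell-based reporter: Huh7 cells stably bearing the NPC1 promoter upstream of luciferase were treated with compounds for 24 h, and promoter activation was read as luminescence.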
ELG1 genotox: qHTS screen for small molecules that induce genotoxicity in human embryonic kidney (HEK293T) cells expressing luciferase-tagged ELG1; HEK293T ELG1-luciferase reporter, luminescence, 16 h; Potency, µM (series often up to 46 µM), without a hit: top-dose activity change, positive = activation, hits mostly activators; 330,000 tested, 1.3% active; AID 504466, 2011; further: % of control where 0% means no effect; nearly all actives have a fitted effect of over 60% in size
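DMSO vehicle served as control against compound-treated ELG1-luciferase HEK293T cells; exposure lasted 16 hr at 37 °C and 5% CO2, followed by ONE-Glo luminescence detection after 30 min.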
uPA surface inh: qHTS for Inhibitors of Cell Surface uPA Generation; cell surface uPA generation assay, qHTS; Potency, µM (top dose mostly 38.3 µM), for the others: at the highest dose activity change, negative = inhibition, most hits filed as inhibitors; 330,000 tested, 0.31% active; active means well fitted inhibition curve with a large enough effect; inconclusive means small, poorly fitted or top-dose-only effect; inactive means no such curve, though single readings can be large or run the other way; tested in mouse RAW 264.7 cells; further: on the % scale 0 is the no-effect control and ±100 the full control effect; nearly all actives have a fitted effect of over 55% in size
RORgamma inh: qHTS for inhibitors of ROR gamma transcriptional activity | Potency, µM (titrated, usually from 53.6 µM), for the others: top-dose activity change, negative = inhibition, most hits filed as inhibitors | Nuclear receptor ROR-gamma (Mus musculus), P51450 | 310,000 tested, 5.4% active | Drosophila S2 Gal4-RORgamma UAS-luciferase reporter, 20 h; further: on the % scale 0 is the no-effect control and ±100 the full control effect; nearly all actives have a fitted effect of over 60% in size
Target sequence (P51450 whole entry, looked up, the tested form may be a part): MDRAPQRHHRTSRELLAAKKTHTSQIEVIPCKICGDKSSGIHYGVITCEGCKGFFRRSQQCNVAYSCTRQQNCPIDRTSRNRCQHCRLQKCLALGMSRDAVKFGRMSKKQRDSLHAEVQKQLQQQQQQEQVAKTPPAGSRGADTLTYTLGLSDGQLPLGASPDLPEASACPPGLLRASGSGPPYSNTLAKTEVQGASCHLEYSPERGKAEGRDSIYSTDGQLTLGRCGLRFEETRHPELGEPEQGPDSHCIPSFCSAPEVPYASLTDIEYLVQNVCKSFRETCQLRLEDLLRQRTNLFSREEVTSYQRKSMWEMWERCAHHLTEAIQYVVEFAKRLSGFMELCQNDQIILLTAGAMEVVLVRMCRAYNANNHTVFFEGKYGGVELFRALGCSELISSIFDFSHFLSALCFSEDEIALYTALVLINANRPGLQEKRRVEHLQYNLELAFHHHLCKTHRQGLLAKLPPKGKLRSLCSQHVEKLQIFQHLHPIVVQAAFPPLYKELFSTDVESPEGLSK
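Luciferase reporter read in Schneider cells carrying Gal4-RORγ (mouse) and UAS-Photinus luciferase; cells given compound 1 h before 700 uM copper sulfate induction, then incubated 20 h at ambient temperature.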
Starred values were filed as active, the others as inactive; ? = inconclusive; nt = no result given; & = joins results of further samples; [ ] = another dose, or the depositor's remark. Unless noted, the call rests on the fitted dose curve; in most records, active means well fitted curve in the direction sought with a large enough effect; inconclusive means small, poorly fitted or top-dose-only effect, or another doubt; inactive means no such curve, though single readings can be large; an effect the other way counts as inactive or inconclusive. Potency means the concentration at half of the fitted maximal effect.

Second line of a record – uPA surface inh	Gal4-VP16 FLuc	RORgamma inh	MBNL1 CUG block	p53 reactivator	BRCA1 expr act	FLuc modulator	Rab9 promoter act	NPC1 promoter act	ELG1 genotox
> COC(=O)CC1C(=O)NCCN1C(=O)c1ccc(Cl)cc1 (stereo not given)
→ 4%	-1%	2%	-7%	18%	-17%	1%	-1%	-2%	-1%
> Cc1cc(NC(=O)CSc2nc3ccccc3c(=O)n2Cc2ccccc2)no1
→ -1%	2%	?	7%	-6%	-3%	5%	-1%	-8%	0%
> O=C(CSc1nnc(-c2ccc(O)cc2)o1)Nc1ccccc1Br
→ -2%	1%	-22%	1%	?	?	nt	3.2µM*	2.8µM*	10µM*
> O=C(O)CCC(=O)NNC(=O)c1cccc(Cl)c1
→ 3%	1%	-4%[10 µM]	nt	3%	2%	6%	-4%	0%	2%
> Cc1cc2[nH]c(=S)[nH]c2cc1C
→ 15%	2%	?	nt	11%	17%	-1%	-2%	2%	2%
> Cc1ccc(CNC(=O)c2cc(=O)c3ccc(C)cc3o2)cc1
→ -6%	5%	12%	-1%	-4%	-9%	0%	-4%	-4%	-8%
> CC(=O)NC(=S)NNC(=O)COc1ccc(Br)cc1
→ -19%	10%	-37%	0%	22%	87%	?	1%	7%	3%
> COc1ccc(N2CCN(Cc3cc(=O)oc4ccc(Cl)cc34)CC2)cc1
→ 8%	-2%	-25%	-2%	1%	12%	4%	-1%	-3%	0%
> CC(C)C(=O)N(c1ccc(F)cc1)C1C=CS(=O)(=O)C1 (stereo not given)
→ -5%	-6%	-19%	-7%	-5%	-24%	-2%	6%	2%	-1%
> CCOC(=O)c1c(C)[nH]c(=S)c(C#N)c1-c1ccc(Cl)cc1
→ 6%	?	11µM*	11%	-2%	38%	-13%	1%	1%	1%
> COc1ccc(NC(=O)Nc2ccc3c(c2)C(=O)N([C@@H](C)CO)C[C@@H](C)[C@@H](CN(C)S(=O)(=O)c2cccs2)O3)cc1
→ -3%	nt	nt	nt	1%	-35%	nt	nt	nt	-1%
> C=C1SC(=Nc2ccccc2Cl)N(C(=O)c2sc3ccccc3c2Cl)C12CCCCC2
→ nt	-16%	-42%	33%[activator]	?	nt	21µM*	23%	10%	6%
> CN(C)CCCNC(=O)c1cc(C(=O)c2ccccc2)c[nH]1
→ 0%	1%	-14%	-1%	-5%	16%	-2%	2%[1.84 µM]	1%	-8%
> COc1ccccc1CNC(=O)Cc1cc(=O)[nH]c(=O)[nH]1
→ 12%	-4%	-12%	1%	7%	6%	4%	1%	-3%	1%
> COc1ccc(C=O)cc1CN1C(=O)c2ccccc2C1=O
→ -5%	-5%	0%	9%	nt	-8%	11%	4%	-1%	2%
> Cc1cc(F)ccc1S(=O)(=O)N1CCCOC1CNC(=O)C(=O)NCc1ccco1 (stereo not given)
→ 2%	-11%	-1%	-4%	2%	-13%	3%	0%	-4%	2%
> Cc1c(OCC(=O)C(C)(C)C)ccc2c3c(c(=O)oc12)CCCC3
→ -9%	-5%	?	2%	nt	0%	-8%	6%	-1%	-8%
> CCOc1ccc(C(C)C)cc1S(=O)(=O)N1CCOCC1
→ -6%	-12%	17%	2%	-2%	-1%	-3%	-9%	-4%	9%
> Cc1ccc(S(=O)(=O)N2CCCCC2)cc1C(=O)NCCc1ccccc1
→ 1%	?	18%	-5%	2%	0%	?	-26%	-21%	-8%
> CCn1c(NC(=O)Nc2ccccc2OC)nc2ccccc21
→ 8%	-7%	-28%	1%	1%	-34%	1%	-10%	-6%	3%
> CCc1ccc(C(=O)COC(=O)CNC(=O)c2cccs2)cc1
→ 1%	1%	-11%	1%	-13%	11%	-4%	-10%	-3%	2%
> CCCN1Cc2cccc(C(=O)NCCc3ccccc3)c2C1=O
→ -3%	6%	34%	-5%	-3%	-21%	3%	5%	-3%	-2%
> COc1ccc(CC(=O)n2nc(-c3cccnc3)nc2N)cc1
→ 4%	4%	?	4%	1%	7%	2%[2.3 µM]	-2%	1%	0%
> CCCC(=O)N1CC(=O)Nc2ccc(Br)cc2C1c1ccc(F)cc1 (stereo not given)
→ 3%	4%	0%	-5%	-8%	-24%	1%	1%	-7%	-4%
> COC(=O)c1ccccc1NC(=O)Cn1cc2c(n1)CCC(C)C2 (stereo not given)
→ 1%	-2%	-20%	-1%	2%	0%	5%	?	2%	5%
> O=C(NCCN1CCN(C(=O)c2cccs2)CC1)C(=O)Nc1ccc(Br)cc1
→ -7%	10%	25%	1%	-5%	-35%	7%	-5%	-3%	-14%
> O=C(c1cc(-c2ccncc2)nc2ccccc12)N1CCN(c2ccccn2)CC1
→ nt	2%	30%	6%	-17%	-70%	?	-6%	-23%	-10%
> O=C1CC(c2ccco2)Cc2nc(N3CCN(Cc4ccc5c(c4)OCO5)CC3)ncc21 (stereo not given)
→ 0%	-15%	13%	-8%	-1%	-29%	-10%	4%	0%	-1%
> O=C(N1CCCC1)C12CC3CC(C1)CC(C(=O)N1CCCC1)(C3)C2
→ 4%	0%	4%	-9%	-3%	-10%	-2%	0%	-3%	0%
> CCOC(=O)CN1C(=O)c2ccccc2Sc2ncccc21
→ 1%	6%	17%	-2%	9%	10%	-2%&0%	1%	3%	3%
> Cn1c(=O)c(C(=O)COC(=O)c2cc(-c3ccco3)nc3ccccc23)c(N)n(Cc2ccccc2)c1=O
→ nt	5%&-4%	-7%&40%	56%[activator]	0%	nt	?	-1%	-6%	1%
> CC(C)CNC(=O)COc1ncnc2ccccc12
→ 0%	-4%	4%	-3%	-1%	4%	1%	-13%	-2%	1%
> CCOc1ccc(OCC(=O)NCCc2nc3ccccc3[nH]2)cc1
→ 6%	1%	27%	0%	-4%	-7%	-10%	5%	2%	1%
> O=C(O)c1cc2sccc2s1
→ 6%	-3%	-1%	9%	-14%	0%	-2%	-4%	-3%	0%
> Cc1c([N+](=O)[O-])cc(C(=O)Oc2cccc(C(=S)N3CCOCC3)c2)cc1[N+](=O)[O-]
→ 5%	3%	1%	?	0%	4%	1%	-1%	-3%	0%
> Cc1ccc(C(=O)C(C)OC(=O)c2ccc(Cl)nc2)cc1 (stereo not given)
→ -1%	nt	nt	nt	0%	-9%	-8%	-8%	0%	-1%
> CN(C)S(=O)(=O)c1ccc(C(=O)Nc2nc(-c3ccccc3)c(C(=O)c3ccccc3)s2)cc1
→ 2%	-9%	13%	?	2%	0%	-3%	2%	4%	-1%
> COC(=O)CN(c1ccccc1[N+](=O)[O-])S(=O)(=O)c1ccccc1
→ -4%	3%	-5%	23%	-4%	-5%	-1%	0%	-4%	-2%
> O=C(Nc1ccc(NC(=O)N2CCN(c3ccccc3O)CC2)cc1)N1CCN(c2ccccc2O)CC1
→ -6%	-1%	9%	2%	-6%	-30%	4%	-1%	3%	-29%
> Nc1nc(-c2ccc3ccccc3c2)cs1
→ -12%	?	-2%	?	0%	?	3.8µM*	0.79µM*	3.2µM*	4.6µM*
> O=c1[nH]c(SCc2ccc(Cl)cc2)nc2ccccc12
→ 13%	-2%	-34%	1%	-1%	-2%	1%	8%	-1%	8%
> CC1(C)CC(CC(=O)Nc2ccccn2)C(=O)O1 (stereo not given)
→ nt	3%	15%	6%	9%	9%	0%	-1%	6%	2%
> O=C(Nc1ccccc1)N1CCCC2CCCCC21 (stereo not given)
→ -1%	6%	23%	3%	?	11µM*	15µM*	3.2µM*	?	21µM*
> CCOCCCNC(=O)CN1C(=O)CSc2ccc(S(=O)(=O)N3CCOCC3)cc21
→ -6%	3%	-31%	-12%	-2%	-8%	0%	4%	2%	-1%
> COc1ccc(C(=O)N/C(=C/c2cccnc2)C(=O)N2CCN(C)CC2)cc1OC
→ -1%	-25%	-3%	-7%	-3%	3%	0%	2%	-3%	2%
> CC(=O)NNS(=O)(=O)c1ccccc1[N+](=O)[O-]
→ -3%	4%	1%	11%	10%	6%	-2%	-4%	-3%	2%
> O=C(/C=C/c1ccccc1)OCC(=O)c1c[nH]c2ccccc12
→ 5%	nt	nt	nt	5%	-23%	nt	nt	nt	-2%
> CC(=O)c1ccc(NC(=O)CCC(=O)OCC(F)(F)C(F)F)cc1
→ -5%	7%	30%	-6%	14%	46%	-3%	25%	9%	4%
> O=C(CSc1ccccn1)N1CCN(C(=O)CSc2ccccn2)CC1
→ 6%	-4%	16%	-6%	-1%	6%	7%	-7%	-3%	1%
> O=C(Cn1cc(C(F)(F)F)ccc1=O)NCC1CCCO1 (stereo not given)
→ ?	nt	nt	nt	8%	44%	nt	3%	0%	2%
> CC1c2[nH]c3ccccc3c2C[C@H]2C(=O)N(CCCN(C)C)CC(=O)N12 (stereo not given in full)
→ 0%	-11%	13%	6%	2%	24%	1%	1%	-2%	0%
